Screening results: PubChem BioAssay, several laboratories
NR1D1 modulator – modulators of Rev-erb alpha DNA binding, primary screen, biochemical, FITC-DNA, fluorescence polarization, uHTS | Nuclear receptor subfamily 1 group D member 1 (Homo sapiens), P20393 | Rev-erbα–FITC-DNA binding, 90 min | activity, % at 10 µM | 370,000 tested, 0.79% active;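 active = activity above about 14%, limit read from the data; passing the limit was not always enough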;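 also: 0% = DMSO wells with 35 nM protein and 100% = DMSO wells with 750 nM protein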
ssDAF-12 act – S. stercoralis DAF-12 nuclear receptor activators, primary screen, cell-based, luminescence, HEK293, GRIP1 co-expression, lit1-tk-luc. HEK293 ssDAF-12/GRIP1 lit1-tk-luc reporter; % of 3 µM dafachronic acid response. Nuclear hormone receptor DAF-12 (Strongyloides stercoralis). AID 652126, 2013. 370,000 tested, 1% active. activation, % at 6.8 µM;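 active = activation above the mean over all tested compounds plus 3 SD, cut at about 0.9% in these data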;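 also: 0% = DMSO-only wells and 100% = 3 µM delta7-dafachronic acid wells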
PLC-gamma1 inh – PLC-gamma1 enzyme inhibitors, primary screen, biochemical, fluorescence, purified enzyme; 1-phosphatidylinositol 4,5-bisphosphate phosphodiesterase gamma-1 (Homo sapiens), P19174; fluorogenic substrate; inhibition, % at 12.2 µM; 370,000 tested, 0.84% active; in the data active = inhibition above about 9.5%
PLCb3 inh – human PLC-beta3 inhibitors, primary screen, biochemical, fluorescence; 1-phosphatidylinositol 4,5-bisphosphate phosphodiesterase beta-3 (Homo sapiens), Q01970; Purified PLC-beta3, fluorogenic substrate; inhibition, % at 12.2 µM; 370,000 tested, 0.18% active; in the data active = inhibition above about 11%;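 also: 0% = median of compound wells on plate and 100% = full blocker control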
SMARCA2 act – SMARCA2 (BRM) function activators, primary screen, cell-based, luminescence, high throughput. 370,000 tested, 1% active. AID 652017, 2013. MG213 cells, MMTV-luciferase reporter, dexamethasone, overnight. activation, % at 9.1 µM; in the data active = activation above about 7.8%;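 also: 0% = vehicle wells and 100% = reference activator wells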
DAX1 inh-1 – DAX1 (NR0B1) inhibitors on StAR promoter, primary screen, cell-based, luminescence, SF-1 (NR5A1), full-length DAX-1; HEK293T StAR-luciferase reporter, SF-1/DAX-1 repression relief; inhibition, % at 6.8 µM; 370,000 tested, 1.1% active; AID 652010, 2013;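 active = inhibition above the mean over all tested compounds plus 3 SD, cut at about 3.6% in these data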;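 also: 0% = DAX-1 cells with DMSO and 100% = cells lacking DAX-1 with DMSO; higher inhibition means more luminescence from relief of DAX-1 repression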
MBD2 inh – inhibitors of MBD2 binding to methylated DNA, primary screen, biochemical, TR-FRET, DNA-binding domain, human; 370,000 tested, 0.31% active; inhibition, % at 4.4 µM; MBD2 binding to methylated oligonucleotide; Methyl-CpG-binding domain protein 2 (Homo sapiens), Q9UBB5; AID 686964, 2013; in the data active = inhibition above about 13%
Target sequence (Q9UBB5 whole entry, looked up, the tested form may be a part): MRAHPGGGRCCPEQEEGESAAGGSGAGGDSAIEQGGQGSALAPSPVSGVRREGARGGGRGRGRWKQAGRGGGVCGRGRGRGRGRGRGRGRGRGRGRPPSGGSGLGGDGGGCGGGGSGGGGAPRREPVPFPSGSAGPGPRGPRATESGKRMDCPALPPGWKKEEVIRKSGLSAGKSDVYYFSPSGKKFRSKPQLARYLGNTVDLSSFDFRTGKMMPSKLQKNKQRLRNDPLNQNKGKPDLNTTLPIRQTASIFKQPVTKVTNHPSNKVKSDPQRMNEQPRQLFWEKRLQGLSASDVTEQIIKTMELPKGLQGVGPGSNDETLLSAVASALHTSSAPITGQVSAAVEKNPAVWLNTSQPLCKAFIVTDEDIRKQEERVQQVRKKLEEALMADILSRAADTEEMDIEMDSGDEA
hgDAF-12 ag – H. glycines DAF-12 receptor agonists, primary screen, cell-based, luminescence, HEK293, GAL4 fusion, UAS-luciferase; Nuclear hormone receptor DAF-12 (Heterodera glycines), GAL4 fusion; HEK293 GAL4-hgDAF12 UAS-luciferase reporter, agonist luminescence; normalized to butyrate control; activation, % at 6.8 µM; 370,000 tested, 1.8% active;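 active = activation above a cutoff set at the mean of all screened compounds plus 3 SD, cut at about 10% in these data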;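 also: 0% = DMSO wells and 100% = sodium butyrate wells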
ADAM17 inh – ADAM17 inhibitors, primary screen, biochemical, QFRET | recombinant ADAM17, EDANS/DABCYL FRET peptide cleavage | AID 720648, 2013 | Disintegrin and metalloproteinase domain-containing protein 17 (Homo sapiens), P78536 | 370,000 tested, 0.83% active | inhibition, % at 6.95 µM;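 active = inhibition above the mean of compounds lying between control limits plus 3 SD, set per campaign, cut at about 8.5% in these data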;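 also: 0% = DMSO-only wells as the low control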
hcDAF-12 act – H. contortus DAF-12 nuclear receptor activators, primary screen, cell-based, luminescence, HEK293, lit1-tk-luc reporter | activation, % at 6.8 µM | AID 652067, 2013 | HEK293 hcDAF-12 lit1-tk-luc reporter; 0% DMSO, 100% Δ7-dafachronic acid | 370,000 tested, 1.4% active;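 active = activation above the mean of all tested compounds plus 3 SD, cut at about 5.5% in these data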;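 also: 100% = response to 3 µM Δ7-dafachronic acid high control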
DAX1 inh-2 – DAX1 (NR0B1) inhibitors, primary screen, cell-based, HEK293, Gal4-DAX1, luciferase luminescence. HEK293 Gal4-DAX1 luciferase reporter. inhibition, % at 6.75 µM. AID 504766, 2011. 340,000 tested, 0.99% active;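 active = inhibition above the mean over all tested compounds plus 3 SD, cut at about 4.2% in these data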;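 also: 0% = DAX1-transfected cells with DMSO and 100% = empty-vector control cells with DMSO; inhibition shows as a rise in luminescence from relieved DAX1 repression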
Target sequence (P51843 207-470 limits assumed): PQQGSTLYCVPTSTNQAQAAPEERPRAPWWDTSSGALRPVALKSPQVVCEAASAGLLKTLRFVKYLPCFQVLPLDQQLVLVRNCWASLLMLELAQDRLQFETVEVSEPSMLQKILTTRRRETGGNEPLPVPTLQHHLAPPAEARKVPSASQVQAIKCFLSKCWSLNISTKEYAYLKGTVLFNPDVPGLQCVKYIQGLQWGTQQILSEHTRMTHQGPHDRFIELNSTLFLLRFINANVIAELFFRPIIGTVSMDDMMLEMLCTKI
The depositor's hits bear a star; · = no result given. Outcome played no part in choosing rows. Share with any hit: about 7.4%.

SMILES | NR1D1 modulator | ssDAF-12 act | PLC-gamma1 inh | PLCb3 inh | SMARCA2 act | DAX1 inh-1 | MBD2 inh | hgDAF-12 ag | ADAM17 inh | hcDAF-12 act | DAX1 inh-2
COc1cc(OC)nc(NC(C)=O)n1 | 3 | -2.0 | 0 | 3 | -1 | -0.9 | -1 | 0.7 | -2 | -0.2 | 0.1
COc1cccc(Nc2nc(C(N)c3ccccc3Cl)cs2)n1 (stereo not drawn) | 5 | -1.5 | 0 | -5 | -4 | -1.7 | -5 | 0.1 | 4 | -0.4 | ·
O=C(C1CCCCC1)N1C[C@@H](O)[C@H](n2cc(-c3ccc(F)cc3)nn2)C[C@@H]1c1ccccc1 | -8 | -1.3 | 0 | 2 | -6 | -0.8 | 2 | -1.9 | 0 | -0.7 | 0.9
CC(=O)NC(C)(c1ccccc1)c1nc(-c2ccncc2)cs1 (stereo not drawn) | 2 | -0.9 | -1 | -9 | -3 | 0.4 | 8 | -3.7 | -6 | -0.1 | ·
CC1=C(C)CC(C(=O)NNC(=O)c2ccccc2)C(C(=O)O)C1 (stereo not drawn) | 1 | -0.4 | 11* | 10 | 2 | 0.4 | 0 | 3.8 | 6 | -0.9 | 0.0
Cc1ccc(C)c(NC(=S)N/N=C/C(C)c2ccccc2)c1 (stereo not drawn) | -3 | -0.8 | 3 | -8 | -5 | -0.9 | 4 | 1.0 | 2 | -0.2 | 0.8
Cc1cccc(N(C)S(=O)(=O)c2ccc3c(c2)C(C)(C)C(=O)N3C)c1 | 3 | -0.9 | -3 | 1 | 0 | -0.7 | 1 | -0.2 | 1 | 0.4 | 0.5
CCn1c(COc2ccc(C)cc2)nnc1SCC(=O)Nc1ccc(Oc2ccccc2)cc1 | 0 | -1.2 | -1 | 1 | -5 | -0.5 | -4 | -0.9 | -1 | -0.9 | ·
O=C(CN1CCCCCC1)NC(c1ccccc1)c1ccccc1 | 5 | -1.6 | -2 | -2 | -1 | 0.1 | -7 | 1.6 | -3 | 0.0 | -0.2
Cc1ccc(C)c(S(=O)(=O)N2CCCN(C)CC2)c1 | -2 | -1.0 | -2 | -3 | 0 | 0.5 | -3 | -2.4 | -2 | -0.2 | 0.4
COc1cc(/C=N/Nc2ccc(C(F)(F)F)cn2)ccc1O | 4 | 0.2 | -8 | -16 | 1 | 0.1 | -4 | 4.4 | -1 | 2.8 | -0.6
COc1ccc(NC(=O)c2cc(C3CCCCN3C(=O)OCCF)on2)c(C)c1 (stereo not drawn) | -4 | -0.7 | -2 | 1 | 7 | -0.7 | 3 | 2.7 | -4 | 1.0 | ·
Cc1cnc(C)c(Nc2nc(C(N)Cc3ccc(Cl)cc3)cs2)n1 (stereo not drawn) | 1 | -0.5 | -3 | -20 | 0 | -0.1 | 7 | -0.7 | -7 | 0.7 | ·
Cc1ccc2cccnc2c1NC(=S)NC(=O)c1ccccc1 | -3 | -0.4 | -17 | -21 | 2 | -0.3 | -4 | -2.3 | -2 | 1.7 | 0.0
CCN(CC(=O)Nc1c(F)cccc1F)C(=O)CSc1nnc(-c2ccco2)n1CC | -5 | -0.8 | 1 | -6 | -1 | 0.0 | 0 | 1.1 | -1 | -0.2 | 1.6
COc1ccccc1C(=O)Nc1ccc(S(=O)(=O)Nc2cc(C)nc(C)n2)cc1 | -3 | -1.1 | 0 | -1 | 0 | 0.1 | -2 | -2.1 | -2 | -1.1 | -1.1
COCCNC(=O)c1c[nH]c2ccc(S(=O)(=O)Nc3ccccc3F)cc2c1=O | -1 | -1.1 | 0 | -6 | -3 | -0.1 | 3 | 3.0 | -3 | -0.8 | -0.7
COc1ccc([N+](=O)[O-])cc1NC(=O)C(C)OC(=O)C1CCCC1 (stereo not drawn) | 4 | -1.3 | 4 | -9 | -3 | 0.0 | -5 | 1.7 | -3 | -2.5 | 0.0
CCN(CC)CCCN1C(=O)c2oc3ccccc3c(=O)c2C1c1cccc(OC)c1OC (stereo not drawn) | -2 | -0.9 | -38 | -50 | 1 | 1.0 | -3 | -1.1 | -7 | -1.2 | 0.7
Cc1cccc2cc3c(N)c(C(=O)N4CCOCC4)sc3nc12 | 4 | -0.6 | -48 | -59 | 2 | 0.3 | -3 | 3.7 | -30 | 0.6 | -0.1

A draw from above in order of molar mass, lowest first:
SMILES | NR1D1 modulator | ssDAF-12 act | PLC-gamma1 inh | PLCb3 inh | SMARCA2 act | DAX1 inh-1 | MBD2 inh | hgDAF-12 ag | ADAM17 inh | hcDAF-12 act | DAX1 inh-2
Cc1cccc2cc3c(N)c(C(=O)N4CCOCC4)sc3nc12 | 4 | -0.6 | -48 | -59 | 2 | 0.3 | -3 | 3.7 | -30 | 0.6 | -0.1
COc1ccc([N+](=O)[O-])cc1NC(=O)C(C)OC(=O)C1CCCC1 (stereo not drawn) | 4 | -1.3 | 4 | -9 | -3 | 0.0 | -5 | 1.7 | -3 | -2.5 | 0.0
CCN(CC(=O)Nc1c(F)cccc1F)C(=O)CSc1nnc(-c2ccco2)n1CC | -5 | -0.8 | 1 | -6 | -1 | 0.0 | 0 | 1.1 | -1 | -0.2 | 1.6

Continued.
SMILES | NR1D1 modulator | ssDAF-12 act | PLC-gamma1 inh | PLCb3 inh | SMARCA2 act | DAX1 inh-1 | MBD2 inh | hgDAF-12 ag | ADAM17 inh | hcDAF-12 act | DAX1 inh-2
Cc1ccc(C=Nc2ccccc2C(N)=O)s1 | -2 | 0.1 | -270 | -313 | 0 | -0.9 | -3 | 6.2 | -332 | 0.8 | 0.9
O=S(=O)(NC1CCCCC1N1CCC(O)CC1)c1ccc(Cl)cc1 (stereo not drawn) | 2 | -1.1 | -5 | -6 | 2 | 0.2 | -3 | -1.6 | -2 | -0.1 | -0.6
CCCC(NC(=O)C(C)NC(=O)CO/N=C1\C=C2CCC3C4CCC(C(C)=O)[C@@]4(C)CCC3[C@@]2(C)CC1)C(=O)O (stereo partly drawn) | 5 | -1.2 | -3 | -9 | -3 | -0.3 | -7 | -2.4 | -4 | -0.4 | 0.1
Cc1cccc(N(C(=O)c2ccc(Cl)cc2)C2CS(=O)(=O)CC2OC(=O)c2ccc(Cl)cc2)c1 (stereo not drawn) | 1 | -0.9 | 2 | -4 | -3 | -0.5 | 0 | -0.4 | -3 | -1.4 | -0.2
O=C1CC(N2CCOCC2)C(=O)N1c1ccc(Cl)cc1 (stereo not drawn) | -1 | -1.4 | 3 | -10 | 2 | 0.1 | -3 | 5.4 | -5 | -1.1 | 0.6
COc1cc(C(=O)NCCC(=O)NC(C)C)cc(OC)c1OC | 1 | -1.1 | -2 | -5 | 0 | 5.3* | -4 | 3.7 | -6 | -1.7 | -0.2
CCOC(=O)c1ccc(NC(=O)c2nc(SC)ncc2Cl)cc1 | -2 | -1.4 | 1 | -5 | -1 | 0.2 | 1 | 1.0 | -1 | -3.3 | -0.4
CCOc1ccccc1NC(=O)c1cccc(N2C(=O)CCC2=O)c1 | 0 | -1.2 | -1 | -6 | -1 | 0.3 | 0 | 1.3 | -1 | 0.9 | -0.5
Cc1ccc(/C=[N+](\[O-])c2ccccc2C)o1 | 3 | -1.0 | -2 | -14 | -3 | -0.2 | 0 | -0.1 | -3 | 0.9 | 0.2
CCOc1ccc(S(=O)(=O)NCCC(=O)N2CCCCCCC2)cc1 | -4 | -0.8 | 8 | -6 | -2 | -0.7 | -4 | -1.0 | -3 | -1.9 | -1.8
Cc1cccc(C(=O)Nc2c(C(=O)N(C)C)cnn2-c2ccccc2)c1 | 5 | -0.9 | 4 | 6 | -3 | 0.0 | 2 | -2.7 | 1 | -0.4 | 0.0
Cc1ccccc1S(=O)(=O)N1C(c2ccc(Cl)c(Cl)c2)CC=C(C(=O)O)C1c1cccc(Br)c1 (stereo not drawn) | 5 | -1.5 | 1 | 2 | -1 | 0.1 | 1 | -1.4 | 1 | -0.4 | ·
Cc1cccc(N2CCN(S(=O)(=O)c3ccc4c(c3)CCN4C(=O)CCC(=O)O)CC2C)c1 (stereo not drawn) | 1 | -1.3 | -3 | 0 | -3 | 0.2 | 1 | 1.8 | 4 | 2.1 | 1.4
O=C(CSc1ccc2nnc(-c3ccccn3)n2n1)Nc1ccccc1F | 3 | -1.0 | -2 | -18 | -2 | 1.1 | 4 | -1.2 | -1 | -2.0 | 0.2
Cc1ccc(-c2ccccc2C2=CC(=O)CC(C)(C)C2=O)cc1 | 1 | -1.2 | -11 | -17 | -5 | -1.1 | -1 | 2.8 | -2 | 0.5 | -0.6
O=C(CSc1ccc(-c2ccc(-n3cccn3)cc2)nn1)Nc1ccc([N+](=O)[O-])cc1 | -5 | -1.2 | 0 | 3 | 3 | 2.1 | 3 | 3.2 | -2 | 0.9 | 1.1
CC(=O)c1ccc(S(=O)(=O)N(CCCO)Cc2cc3cc(C)ccc3[nH]c2=O)cc1 | -1 | -1.0 | -3 | -2 | 1 | -0.3 | -1 | 0.2 | -1 | 1.7 | -0.7
CC(C)Cc1nnc(NC(=O)CCC(=O)NC2CCCCCC2)s1 | -5 | -1.1 | 3 | -2 | -2 | -0.7 | -3 | -0.8 | 2 | 0.8 | 0.3
CNC[C@@H]1OCc2ccccc2-c2ccccc2C(=O)N([C@H](C)CO)C[C@@H]1C | -7 | -0.7 | 3 | 2 | 5 | 0.8 | -2 | 1.5 | 2 | 0.6 | 1.9
CC1CCCC(C)N1C(=O)c1cc2ncc(CCCl)cn2n1 (stereo not drawn) | -2 | 0.1 | 5 | -3 | -4 | 0.0 | -3 | -0.5 | -3 | -1.7 | 0.2
CC1(C)CC(=O)C=C(c2cccc(CO)c2)C1 | -2 | -1.2 | 4 | 0 | 3 | -0.7 | -1 | 4.6 | 0 | -0.1 | 1.6
Cn1ncc([N+](=O)[O-])c1C(=O)Nc1ccccc1 | 0 | -1.1 | 5 | -2 | -2 | -0.8 | 0 | -0.4 | 1 | -1.6 | -0.4
COC(=O)C1=C(O)CSC1=Nc1ccccc1 | 3 | -1.0 | 2 | 1 | 0 | 0.6 | 2 | 0.1 | -2 | -1.4 | -0.4
CCOc1ccc(NC(=O)CN(C)S(=O)(=O)c2cnc[nH]2)cc1 | 1 | -1.1 | 2 | 2 | 4 | 0.9 | -5 | -3.5 | 0 | -0.3 | 0.0

Copied from the list:
In NR1D1 modulator, CCOc1ccc(NC(=O)CN(C)S(=O)(=O)c2cnc[nH]2)cc1 is listed with 1
In MBD2 inh, Cn1ncc([N+](=O)[O-])c1C(=O)Nc1ccccc1 is listed with 0
In hgDAF-12 ag, CC1(C)CC(=O)C=C(c2cccc(CO)c2)C1 is listed with 4.6
